# Compound activity deposited in PubChem BioAssay by National Center for Advancing Translational Sciences (NCATS).
# RORg inh = ROR gamma (mouse) transcription inhibition. P51450. Drosophila S2 Gal4-RORgamma UAS-luciferase reporter, 20 h. Potency, µM (series often up to 53.6 µM), for the others: at the top dose activity change, negative = inhibition, actives largely listed as inhibitors. 310,000 tested, 5.4% active; also: % is scaled to controls: 0 for no effect and ±100 for the full control effect; nearly all actives have a fitted effect of over 60% in size
#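 Stably transfected Drosophila Schneider cells are the test system, with ROR gamma fused to Gal4 and luciferase under UAS control; luminescence is read after 20 hr of 700 uM copper sulfate induction at ambient temperature.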
# ELG1 genotoxic = inducers of genotoxicity in HEK293T ELG1-luciferase cells; AID 504466; 330,000 tested, 1.3% active; Potency, µM (top dose mostly 46 µM), for the others: at the highest dose activity change, positive = activation, actives largely listed as activators; HEK293T ELG1-luciferase reporter, luminescence, 16 h; also: % of control where 0% means no effect; nearly all actives have a fitted effect of over 60% in size
#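 Reporter readout depends on ELG1 protein level, which increases with genetic stress. After 16 hr compound exposure at 37 °C, luciferase activity was quantified using ONE-Glo.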
# MBNL1-CUG inh = inhibitors of human MBNL1 binding to CUG repeat RNA. TR-FRET MBNL1-His/biotin-(CUG)12 binding, 665/545 ratio. Potency, µM (highest dose often 57.5 µM), without a hit: at the highest dose activity change, negative = inhibition, hits mostly inhibitors. 280,000 tested, 0.036% active; active = well fitted inhibition curve with a large enough effect in the signal ratio, with a control signal flat, not every such curve was filed as active; inconclusive = small, poorly fitted or top-dose-only effect, or effect the other way, or a change in a side signal; inactive = no such curve, though single readings can be large or run the other way; the % refers to the signal ratio; also: % is scaled to controls: 0 for no effect and ±100 for the full control effect
# Target sequence (Q9NR56 whole entry, looked up): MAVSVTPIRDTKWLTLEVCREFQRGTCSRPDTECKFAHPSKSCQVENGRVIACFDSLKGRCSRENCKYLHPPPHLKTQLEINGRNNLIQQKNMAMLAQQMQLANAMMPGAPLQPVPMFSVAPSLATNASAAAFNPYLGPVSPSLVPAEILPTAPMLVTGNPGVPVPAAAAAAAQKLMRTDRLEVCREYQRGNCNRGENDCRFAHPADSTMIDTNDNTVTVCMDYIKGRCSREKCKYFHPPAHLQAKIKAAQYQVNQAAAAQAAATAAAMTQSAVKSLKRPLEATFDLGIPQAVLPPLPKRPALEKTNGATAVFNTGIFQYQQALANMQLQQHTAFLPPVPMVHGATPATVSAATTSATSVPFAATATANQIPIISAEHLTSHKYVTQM
#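 His-tagged MBNL1 binding to biotinylated (CUG)12 RNA was measured by TR-FRET using terbium anti-His antibody (0.055 ng/ul final) and streptavidin-XL665 (5 nM final). Compounds were titrated 92 nM to 58 uM; 60 min at room temperature.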
# BRCA1 expr act = activators of BRCA1 expression; MCF7-BRCA1-FFLuc reporter, luminescence, 48 h; response scale: scaled: vehicle 0%, 10 µM genistein 100%; 380,000 tested, 1.1% active; Potency, µM (series often up to 46.1 µM), without a hit: top-dose activation, most hits filed as activators; also: nearly all actives have a fitted effect of over 80% in size; some results filed as inactive show a strong effect at the top dose
#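 Compounds are tested at multiple concentrations on MCF7 BRCA1-luciferase reporter cells seeded at 2000 per well; after 48 h, a single luminescence end-point is taken and curves fitted to the normalized data.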
# FLuc modulator = counter-screen for miR-21 project: firefly luciferase inhibitors or activators | Potency, µM (series often up to 57.5 µM), for inactives: at the highest dose activity change, negative = inhibition, actives largely listed as inhibitors | purified FLuc, Km substrates, luminescence inhibition | 360,000 tested, 6.9% active | AID 588342;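 also: plate controls were vehicle for no effect and reference inhibitor for full effect; nearly all actives have a fitted effect of over 55% in size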
# Target sequence (P08659 whole entry, looked up): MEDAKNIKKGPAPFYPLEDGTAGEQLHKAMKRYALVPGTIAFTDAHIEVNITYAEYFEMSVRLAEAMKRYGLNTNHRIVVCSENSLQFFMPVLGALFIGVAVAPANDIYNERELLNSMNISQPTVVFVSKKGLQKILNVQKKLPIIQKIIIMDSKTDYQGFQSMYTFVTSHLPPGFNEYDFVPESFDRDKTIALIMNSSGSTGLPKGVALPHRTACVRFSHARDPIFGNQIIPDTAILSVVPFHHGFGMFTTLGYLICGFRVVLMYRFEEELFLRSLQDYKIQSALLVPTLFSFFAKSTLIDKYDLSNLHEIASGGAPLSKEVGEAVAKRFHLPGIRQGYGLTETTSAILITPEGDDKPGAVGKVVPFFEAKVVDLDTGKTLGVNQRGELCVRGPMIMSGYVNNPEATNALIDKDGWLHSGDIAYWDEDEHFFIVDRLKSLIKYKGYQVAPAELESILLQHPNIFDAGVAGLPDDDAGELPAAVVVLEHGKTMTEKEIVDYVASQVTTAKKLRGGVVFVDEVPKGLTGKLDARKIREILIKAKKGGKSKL
#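 Purified P. pyralis luciferase, 10 nM final, with Km-level 10 uM D-luciferin and 10 uM ATP in 50 mM Tris acetate pH 7.5, 10 mM Mg acetate, 0.01% Tween-20, 0.05% BSA; 6-point qHTS titration about 60 µM downward; luminescence read.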
# Rab9 prom act = activators of Rab9 promoter; Huh7 Rab9 promoter-luciferase reporter, luminescence, 24 h; Potency, µM (doses to about 9.22 µM), for the others: at the highest dose activation, negative = inhibition, usual class: activators; 320,000 tested, 2.8% active; also: % of control where 0% means no effect; nearly all actives have a fitted effect of over 60% in size
#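 Measured in stably transfected Huh7 cells bearing a Rab9 promoter–luciferase construct: 24 h compound treatment at 37 °C, followed by luminescence detection.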
# NPC1 promoter act = activates the NPC1 promoter; Potency, µM (series often up to 9.22 µM), for the others: top-dose activation, usual class: activators; Huh7 NPC1 promoter luciferase reporter, 24 h; 320,000 tested, 2.4% active; AID 485313;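 also: % of control where 0% means no effect; nearly all actives have a fitted effect of over 60% in size; reporter is driven by a mutant NPC1 promoter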
#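 Stably transfected Huh7 (NPC1 promoter→luciferase), 1500 cells/well in Opti-MEM + 10% FBS, 2 h settle, then compound 24 h at 37 °C. Luminescence after 10 min with Amplite reagent.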
# p53 reactivator = restores transcriptional activity of mutant p53; 320,000 tested, 0.063% active; AID 504706; Potency, µM (highest dose often 92.2 µM), without a hit: at the top dose activity change, positive = activation, actives largely listed as activators; H1299 p53-A138V BP100-luciferase reporter, luminescence, 24 h; also: % of control where 0% means no effect; nearly all actives have a fitted effect of over 45% in size
#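 p53-null H1299 cells stably carrying temperature-sensitive p53-A138V and a BP100-luciferase reporter were pinned with compounds (4-point, 1:5 series) and held 24 hrs at 37 deg C. Luminescence was read 10 min after detection reagent.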
# Gal4-VP16 FLuc = inhibits Gal4-VP16 luciferase reporter, ROR gamma counter-screen | Drosophila S2 Gal4-VP16 UAS-luciferase, luminescence, 20 h | Potency, µM (doses to about 53.6 µM), for the others: at the top dose activity, negative = inhibition, hits mostly inhibitors | 310,000 tested, 3.5% active | AID 2546;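 also: Gal4-VP16 expression switched on by copper sulfate through the metallothionein promoter; % is scaled to controls: 0 for no effect and ±100 for the full control effect; nearly all actives have a fitted effect of over 50% in size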
# uPA generation = blocks generation of uPA at the cell surface. cell surface uPA generation assay, qHTS. Potency, µM (doses to about 38.3 µM), without a hit: at the highest dose activity change, negative = inhibition, usual class: inhibitors. 330,000 tested, 0.31% active; active = well fitted inhibition curve with a large enough effect; inconclusive = small, poorly fitted or top-dose-only effect; inactive = no such curve, though single readings can be large or run the other way; tested in mouse RAW 264.7 cells; also: % is scaled to controls: 0 for no effect and ±100 for the full control effect; nearly all actives have a fitted effect of over 55% in size
# * = called active by the depositor; ? = inconclusive; . = not tested or not shown; & = joins results of further samples; [ ] = remark or other dose. Unless noted, calls follow the shape of the dose curve; as a rule, active = well fitted curve in the direction sought with a large enough effect; inconclusive = small, poorly fitted or top-dose-only effect, or another doubt; inactive = no such curve, though single readings can be large; an effect the other way counts as inactive or inconclusive. Potency is read from the fitted curve at half-maximal effect. This is a random part of the collection. About 13% of those tested had a hit in this group.
SMILES,RORg inh,ELG1 genotoxic,MBNL1-CUG inh,BRCA1 expr act,FLuc modulator,Rab9 prom act,NPC1 promoter act,p53 reactivator,Gal4-VP16 FLuc,uPA generation
COc1ccc(C(=O)/C=C/c2ccc(O)cc2)cc1,0.316µM*,6.8%,8.3%,72.1%,8.49µM*,3.4%,-3.1%,23.9%,2µM*,?
Clc1ccc(Cn2ncc3c(NCc4ccccc4)ncnc32)c(Cl)c1,12.0%,5.1%,14.0%,.,2.4%,-23.2%,-18.8%,5.0%,-2.5%,.
CCOc1ccc(NC(=O)CC2C(=O)N(c3ccccc3)C(=O)N2CCc2cccs2)cc1 (stereo not given),42.4%,-3.6%,-16.6%,-28.3%,-5.1%&5.8%,-13.1%,-4.1%,1.7%,-3.6%,1.1%
O=C1Nc2ccccc2C12NCCc1c2[nH]c2ccccc12 (stereo not given),13.6%,-0.3%,-0.3%,3.0%,6.5%,-5.2%,-3.8%,-4.6%,-0.1%,.
CC(=O)c1ccc(C(=O)NC2CCCN(Cc3ccc(Cl)cc3)C2)s1 (stereo not given),?,-1.8%,?,-12.1%,6.8%,-2.6%,0.0%,-7.9%,3.1%,-8.2%
Cc1nn(C)c(C(=O)NNC(=S)Nc2ccc(Cl)cc2)c1[N+](=O)[O-],3.98µM*,-4.7%,15.7%,-29.7%,-5.4%,-2.0%,-4.8%,3.6%,?,.
CCOC(=O)c1c(-c2ccccc2)c(C(C)=O)c(=O)n(C)c1C,19.5%,2.4%,-4.2%,0.0%,-0.9%,3.2%,-0.2%,1.9%,-3.1%,8.5%
CCC(=O)c1ccc(OCC(=O)N2CCc3cc(OC)c(OC)cc3C2)cc1,-12.7%,-0.9%,3.3%,7.0%,-3.2%,-0.5%,0.3%,-12.2%,-1.5%,-0.6%
CN(C)c1ccc(C2OC(=O)C3(CCCC3)C(=O)C2(C)C)cc1 (stereo not given),15.3%,.,6.6%,0.6%,4.5%,.,.,.,-4.0%,9.1%
CCc1ccc(C2C(C(=O)O)c3ccccc3C(=O)N2C)cc1 (stereo not given),-6.1%,1.0%,-3.3%,-3.6%,-0.5%,-7.6%,1.0%,0.5%,10.4%,16.2%
CC1CCCC(NS(=O)(=O)c2cccc3nsnc23)C1C (stereo not given),7.5%,-2.7%,?,1.2%,0.0%,3.6%,1.1%,-1.9%,4.0%,4.3%
Cc1cccc(-c2cc(C(=O)Nc3sc(C)c(C)c3C(N)=O)c3ccccc3n2)c1,?,-12.1%,6.3%,-52.0%,?,-2.2%,-7.5%,5.5%,?,2.4%
O=S(=O)(c1ccccc1)N1CCN(CC2CC3C=CC2C3)CC1 (stereo not given),26.4%,-7.2%,-4.0%,12.7%,3.8%,-4.3%,-0.4%,7.3%,4.4%,-5.3%
Cc1ccc(-c2nc(CS(=O)CC(=O)NC3CC3)c(C)o2)cc1 (stereo not given),-9.3%,-0.1%,-3.0%,-9.8%,-1.4%,-1.0%,-0.5%,-4.1%,3.3%,-12.1%
C=C(C)Cn1c(CN(C)Cc2ccccc2)nc2c1c(=O)n(C)c(=O)n2C,?,-5.7%,-1.9%,-26.5%,6.2%,-16.3%,-14.5%,.,?,?
N#CCCN(C(=O)COC(=O)COc1ccc(Cl)cc1)c1ccccc1,-20.9%,0.5%,.,7.0%,-4.2%,0.8%,-2.7%,-3.9%,0.5%,0.6%
CCOC(=O)CNC(=O)CSc1nnc(C)c(=O)[nH]1,-17.4%,0.7%,-20.5%,0.9%,-2.4%,-5.9%,1.4%,-2.9%,-5.7%,5.4%
Cc1oc(-c2ccc3c(c2)OCCO3)cc1C(=O)NCC(=O)O,7.08µM*,-7.0%,1.2%,-44.4%,-3.3%,-6.0%,-4.9%,-4.6%,?,-0.8%
C/C(=N\NC(=O)c1ccc(N(C)C)cc1)c1ccc(C)cc1C,-2.2%,-4.3%,16.8%[11.5 µM],-19.1%,?,-2.4%,1.8%,2.5%,-5.6%,-9.0%
Cc1cc(C)c(Nc2ncnc(N)n2)c(C)c1,-24.9%,2.8%,-12.3%,-11.7%,0.9%,1.0%,-1.7%,1.5%,-7.0%,-4.0%
CCOc1ccc(N(CC(=O)Nc2ccccc2OC)S(C)(=O)=O)cc1,21.1%,3.1%,-3.9%,-25.5%,5.3%,2.5%,-17.6%,.,16.5%,?
O=C(COC(=O)c1ccccc1)c1ccc(S(=O)(=O)N2CCCCC2)cc1,.,-5.7%,.,-0.3%,0.7%,-4.3%,1.9%,4.4%,.,-1.5%
COn1c(SCc2ccc(Cl)cc2)nc2ccccc2c1=O,?,-0.4%,0.4%,-13.4%,-4.0%,-3.0%,-0.1%,-4.8%,2.3%,-4.4%
Cc1ccc(C(=O)OCCN(C)Cc2ccccc2)cc1,7.9%,-1.2%,1.2%,0.5%,-1.2%,0.9%,-1.4%,10.3%,3.6%,-7.1%
O=C(c1ccc(Br)o1)N1CCN(c2ccc3nnc(-c4ccccc4)n3n2)CC1,43.3%,-31.5%[inhibitor],2.0%,-19.0%,-1.2%,-2.5%,-1.5%,-2.1%,-9.7%,8.8%

# (cont.)
SMILES,RORg inh,ELG1 genotoxic,MBNL1-CUG inh,BRCA1 expr act,FLuc modulator,Rab9 prom act,NPC1 promoter act,p53 reactivator,Gal4-VP16 FLuc,uPA generation
O=C(O)c1cccc(N2C(=O)c3cccc(Oc4ccc(Cl)cc4)c3C2=O)c1,?,0.1%,.,14.6%,?,3.0%,-1.4%,17.1%,-3.7%,5.7%
CC(Oc1ccc(F)cc1)C(=O)NN (stereo not given),?,-0.5%,?,-6.6%,-2.6%,10.8%,1.8%,-9.1%,?,1.1%
CCCNC(=O)Nc1ccc(C)cc1C,-16.1%,1.5%,-0.4%,-4.0%,6.3%,-1.3%,-1.3%,-3.3%,-18.2%,-3.4%
CCOC(=O)c1ccc(-n2ccnc2)c(NC(=O)c2cccc(Br)c2)c1,?,2.0%,-10.0%,-2.8%,-0.6%,1.6%,-2.5%,-0.7%,0.7%,3.9%
COc1cccc(/C=N/NC(=O)c2ccncc2)c1OC(=O)c1ccc(Br)cc1,5.01µM*,2.3%,-1.5%,-52.6%,-7.6%,-10.2%,-6.0%,3.5%,11.2µM*,-5.8%
CS(=O)(=O)Nc1ccc(C2=NN(C(=O)c3ccco3)C(c3ccc(F)cc3)C2)cc1 (stereo not given),?,-4.1%,?,-3.0%,-2.7%,-2.6%,-3.0%,-6.7%,?,0.9%
CCN(CC)CCCNc1nc2ccccc2c2nc(-c3ccncc3)nn12,-15.1%,3.7%,-16.3%,-85.4%[inhibitor],2.9%,-4.3%,-6.4%,-13.0%,-9.2%,-6.8%
Cc1ccc(C(=O)c2no[n+]([O-])c2C(=O)c2ccc(C)cc2)cc1,?,-2.0%,?,-31.0%,-13.0%,-47.6%[inhibitor],-36.5%[inhibitor],-25.3%,?,-2.4%
COc1cc2c(cc1OC)C(C(=O)NCc1ccco1)C(c1cccs1)N(C)C2=O (stereo not given),17.0%,2.9%,-2.3%,-16.7%,1.4%,11.6%,1.1%,8.4%,-12.2%,1.7%
O=C(N/N=C/c1cccnc1)c1ccc2c(c1)OCO2,-38.4%,?,9.0%,91.7%,8.49µM*,?,?,9.4%,-23.6%,?
O=CN(/C=C1\Sc2ccccc2C1=O)Cc1ccccc1,-3.9%,?,?,-10.0%,10.7µM*,17.6%,10.0%,?,?,0.6%
Cc1onc(-c2c(F)cccc2Cl)c1C(=O)Nc1c(C)n(C)n(-c2ccccc2)c1=O,-10.7%,-1.8%,-6.7%,2.7%,-3.1%,1.4%,0.7%,10.0%,3.4%,3.7%
COc1cccc(/C=N/NC(=O)c2ccc([N+](=O)[O-])cc2Cl)c1O,0.355µM*,6.8%,?,-79.1%,19µM*,-27.8%,-31.7%[inhibitor],?,0.631µM*,-12.3%
Cc1ccc(S(=O)(=O)N/N=c2\oc3ccccc3cc2C(=O)Nc2cccc(C)c2)cc1,7.0%,13.1%,.,.,-0.8%,-1.7%,-1.1%,29.7%,-10.7%,.
O=C(Nc1ccccc1)N1CCC(n2c(=O)[nH]c3ccccc32)CC1,2.8%,-1.4%,4.9%,3.4%,4.8%,2.1%,0.9%,-3.4%,6.1%,15.5%
CSCCC(NC(=O)COc1ccccc1)C(=O)N(C)Cc1cccc(F)c1 (stereo not given),.,-0.2%,.,-18.9%,2.5%,-10.0%,-3.0%,-3.5%,.,-4.5%
Cc1ccc(CSCCC(=O)NCCC2=CCCCC2)cc1,?,7.2%,0.3%,29.9%,0.2%,-0.8%,2.3%,?,8.3%,0.6%
COc1ccc(NC(=O)c2ccccc2OCc2ccc(F)cc2)c(OC)c1,?,-26.4%,-0.8%,-12.9%,?,-0.3%,-0.5%,7.9%,2.6%,1.0%
Cc1cc(C)c2nc(/N=C(\N)NC(=O)Nc3ccccc3)nc(C)c2c1,-3.3%,-1.7%,3.9%,-61.5%,-1.8%,-4.3%,-1.1%,7.5%,-21.2%,-2.6%
CCCCn1c(=O)nc2n(-c3ccccc3C)c3ccccc3cc-2c1=O,5.5%,0.5%,?,-28.8%,-1.3%,-14.6%,-0.6%,-6.2%,-13.0%,5.0%
CCCOc1cc(CC(=O)NCc2ccco2)ccc1OC,8.5%,-1.9%,-4.4%,2.1%,4.2%,-12.9%,1.5%,4.5%,9.3%,2.9%
